Bioassay records deposited in PubChem by National Center for Advancing Translational Sciences (NCATS).
TR SRC2 fluor cs – Texas Red fluorescence interference in TRb-SRC2 counter-screen; TRb/SRC2 Texas Red total fluorescence interference; Potency, µM (titrated, usually from 106 µM), inactives show top-dose fluorescence change, negative = quenching; 280,000 tested, 0.29% active; AID 1479; active means well fitted curve in either direction with a large enough effect; inconclusive means small, poorly fitted or top-dose-only effect; further: on the % scale 0 is the no-effect control and ±100 the full control effect
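Human TRb ligand-binding domain at 0.6 uM with 20 nM Texas Red SRC2 peptide in Tris buffer containing 1 uM T3 and 5% DMSO, incubated with compound 5 h at ambient temperature. Total fluorescence (555/632 nm) calculated as parallel + 2 × perpendicular.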
Tau FP inhib – inhibitors of human tau fibril formation | K18 P301L tau heparin fibrillization, Alexa594 FP, 6 h | 280,000 tested, 0.39% active | P10636 | AID 1468 | Potency, µM (series often up to 57.7 µM), inactives show top-dose activity, negative = inhibition, usual class: inhibitors; further: on the % scale 0 is the no-effect control and ±100 the full control effect; nearly all actives have a fitted effect of over 55% in size
Target sequence (P10636 561-689 P618L limits assumed): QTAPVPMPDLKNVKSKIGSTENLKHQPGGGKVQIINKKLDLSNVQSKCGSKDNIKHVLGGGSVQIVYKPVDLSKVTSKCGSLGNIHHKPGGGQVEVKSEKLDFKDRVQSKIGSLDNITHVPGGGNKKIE
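Read-out: fluorescence polarization of Alexa 594-labeled tau (0.24 uM), 555 nm excitation, 632 nm emission. Mixtures held 15 uM unlabeled K18 P301L, compound and 20 uM heparin, pH 7 acetate buffer, incubated 6 hr at 37 C.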
L3MBTL1 block – L3MBTL1 (human) inhibition | Q9Y468 | 230,000 tested, 0.66% active | AlphaScreen L3MBTL1–H3K9me1 peptide binding | Potency, µM (top dose mostly 57.1 µM), without a hit: at the highest dose activity, negative = inhibition, actives largely listed as inhibitors; further: on the % scale 0 is the no-effect control and ±100 the full control effect; nearly all actives have a fitted effect of over 60% in size
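First, the protein-peptide complex forms for 30 min at room temperature (L3MBTL1 50 nM, biotinylated H3K9me1 peptide 75 nM). Next, compounds are pin-transferred and incubated 30 min. Finally, AlphaScreen beads are added and read after 30 min.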
Tau fibril ThT – tau fibrillization inhibition (ThT binding); recombinant tau K18 P301L, heparin-induced fibrillization, ThT fluorescence; Potency, µM (titrated, usually from 57.4 µM), without a hit: at the top dose activity, negative = inhibition, most hits filed as inhibitors; 270,000 tested, 2.1% active; AID 1460; further: on the % scale 0 is the no-effect control and ±100 the full control effect; nearly all actives have a fitted effect of over 55% in size
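In this qHTS, human K18 P301L tau is incubated with compound and heparin for 6 hr at 37 C, and Thioflavin T fluorescence then reports fibril load.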
RECQ1 inh – inhibitors of human RECQ1 DNA helicase. P46063. RECQ1 DNA unwinding, red fluorescence kinetic read. Potency, µM (top dose mostly 57.3 µM), inactives show at the top dose activity, negative = inhibition, actives largely listed as inhibitors. 240,000 tested, 0.54% active. AID 2549;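 further: plate controls were vehicle for no effect and no enzyme for full effect; nearly all actives have a fitted effect of over 30% in size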
Target sequence (P46063 whole entry, looked up): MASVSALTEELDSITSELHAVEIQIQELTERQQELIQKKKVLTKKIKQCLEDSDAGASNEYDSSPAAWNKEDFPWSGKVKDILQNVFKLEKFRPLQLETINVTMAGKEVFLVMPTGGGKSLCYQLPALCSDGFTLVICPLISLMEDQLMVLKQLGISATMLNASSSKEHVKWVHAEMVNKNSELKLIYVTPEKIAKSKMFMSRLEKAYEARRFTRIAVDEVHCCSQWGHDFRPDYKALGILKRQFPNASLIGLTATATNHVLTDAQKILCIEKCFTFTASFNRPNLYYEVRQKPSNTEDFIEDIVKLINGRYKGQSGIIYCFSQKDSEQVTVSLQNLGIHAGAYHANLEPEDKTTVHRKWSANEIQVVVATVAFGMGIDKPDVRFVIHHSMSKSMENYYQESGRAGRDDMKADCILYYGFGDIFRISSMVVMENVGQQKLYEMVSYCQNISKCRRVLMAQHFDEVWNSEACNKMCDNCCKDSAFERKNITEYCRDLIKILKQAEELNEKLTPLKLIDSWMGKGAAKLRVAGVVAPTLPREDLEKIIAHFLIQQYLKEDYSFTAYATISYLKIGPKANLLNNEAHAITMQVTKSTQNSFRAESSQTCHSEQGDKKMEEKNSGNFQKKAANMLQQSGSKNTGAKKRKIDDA
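RECQ1T1 50 nM; forked duplex (20 bp + 30-nt ss tails) 200 nM, ATP 2 mM final; pH 8.0, 2 mM MgCl2, 2.5 ug/ml poly(dI-dC); 15 min compound preincubation; discontinuous kinetic read over 2 h at RT.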
Tau fluor counter – counter-screen for tau fibril formation inhibitors; 280,000 tested, 0.93% active; AID 1463; Potency, µM (top dose mostly 57.7 µM), without a hit: at the top dose activity change, negative = decrease; tau K18 P301L (four-repeat tau fragment) Alexa594 fluorescence, heparin fibrillization; further: on the % scale 0 is the no-effect control and ±100 the full control effect; nearly all actives have a fitted effect of over 55% in size
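Human K18 P301L tau (15 uM unlabeled plus 0.24 uM Alexa 594-labeled, final) in 100 mM sodium acetate pH 7 was mixed with compound and 20 uM heparin and incubated 6 hr at 37 C.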
HTT cytoprotect – cytoprotection in Huntington HTT-Q103 PC12 cell model. PC12 HTT-Q103 induced, cytoprotection, ATP luminescence, 40 h. Potency, µM (series often up to 56.4 µM), for the others: cytoprotection (ATP increase), most hits filed as activators. 230,000 tested, 0.14% active. AID 1471;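 further: % of control where 0% means no effect; nearly all actives have a fitted effect of over 45% in size; toxic huntingtin expression switched on by the ecdysone agonist tebufenozide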
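Stable PC12 Q103-GFP cells in serum-supplemented, phenol red-free DMEM; induction by tebufenozide at 100 nM final; compound dose series; cell viability quantified luminescently from ATP.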
TRb-SRC2 inh – inhibitors of human thyroid hormone receptor beta-SRC2 interaction | P10828 | 280,000 tested, 0.065% active | TRbeta-SRC2 peptide binding, fluorescence polarization; receptor liganded with 1 µM T3 | Potency, µM (series often up to 106 µM), inactives show at the highest dose activity change, negative = inhibition, hits mostly inhibitors;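 further: plate controls were bound peptide for no effect and peptide without receptor for full effect; nearly all actives have a fitted effect of over 50% in size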
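Binding of a 20-amino-acid Texas Red SRC2 peptide (20 nM) to TRb ligand-binding domain (0.6 uM) with agonist T3 at 1 uM was followed by fluorescence polarization after a 5 hr room-temperature incubation.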
Numbers without * were called inactive; i = inactive; ? = inconclusive; · = no result given; & = joins results of further samples; [ ] = dose if it differs, or a comment. Unless noted, the call rests on the fitted dose curve; in most records, active means well fitted curve in the direction sought with a large enough effect; inconclusive means small, poorly fitted or top-dose-only effect, or another doubt; inactive means no such curve, though single readings can be large; an effect the other way counts as inactive or inconclusive. Potency means the concentration at half of the fitted maximal effect. Only part of the results is shown; count on the stated rates, not on these rows.

Under each structure – TRb-SRC2 inh | L3MBTL1 block | TR SRC2 fluor cs | Tau fibril ThT | RECQ1 inh | Tau FP inhib | Tau fluor counter | HTT cytoprotect
CCCCCCCn1c(=N)n(CC(=O)c2ccco2)c2ccccc21
→ -4.1% | · | -1.9% | ? | -10.3% | -0.3% | -9.7% | -24.8%
C/C(=N\NC(=O)Cc1ccc(F)cc1)c1ccc(F)cc1
→ -3.7% | 3.6% | 0.8% | -5.0% | -0.7% | -10.8% | -5.8% | ·
COc1cc(C2=NOC(C(=O)N3CCCc4ccccc43)C2)cc(OC)c1OC (stereo unspecified)
→ -10.0% | -6.5% | -3.5% | -16.1% | i | 5.2% | -18.5% | -34.6%
COc1ccc(C(C)C)cc1S(=O)(=O)Nc1ccc(Cl)cn1
→ -2.9% | · | 1.7% | -6.5% | i | 0.4% | -3.7% | -5.0%[10 µM]
Cc1cccc(N2CCN(C(c3ccccc3)c3nnnn3C(C)(C)C)CC2)c1C (stereo unspecified)
→ -7.1% | -21.0% | 2.4% | -17.9% | -12.2% | 0.8% | -12.9% | -2.0%[10 µM]
CCOc1ccc(-c2nc(Cn3c(=O)cc(-c4ccccc4)c4c(C)nn(C)c43)c(C)o2)cc1OC
→ 1.6% | · | 2.5% | 2.1% | · | 4.3% | 7.0% | ·
Cc1cc(C)c2c(CC(=O)NCCc3ccccc3)coc2c1
→ -8.7% | -3.2% | -1.2% | -13.8% | -3.9% | -3.2% | -9.4% | -16.8%
Cc1cc(C(=O)N2CCN(Cc3ccc4c(c3)OCO4)CC2)cs1
→ 4.7% | -2.7% | 4.8% | -0.4% | 0.5% | 0.9% | -0.3% | -9.2%
Cc1cc(OCCCC(=O)N2CCCCC2)cc(C)c1Cl
→ -0.8% | 2.5%[11.4 µM] | -6.6% | ? | -14.3% | 10.5% | -5.6% | 0.5%[0.074 µM]
CC(=O)NS(=O)(=O)c1ccc(NC(=S)NC(=O)C(C)C)cc1
→ -2.5% | · | -2.2% | -3.3% | -0.3% | 0.0% | -5.4% | -11.7%
CCCSc1n[nH]c(NC(C)=O)n1
→ -1.0% | -1.6% | 1.5% | -0.8% | -3.8% | 0.6% | 3.5% | 2.3%
c1ccc2c(c1)ncn2Cc1nnc2sc(-c3ccncc3)nn12
→ 4.9% | 0.3% | -1.0% | -12.9% | 6.6% | -1.4% | -4.8% | -19.3%[10 µM]
COc1ccc(C2C(CC(=O)O)=C(O)C(=O)N2c2ccccc2)cc1 (stereo unspecified)
→ -25.3% | 3.9% | 0.2% | -11.7% | i | -7.9% | -11.5% | -25.2%
O=C(O)C1Cc2c([nH]c3ccccc23)C(c2coc3ccccc3c2=O)N1 (stereo unspecified)
→ 5.4% | · | -0.2% | -14.6% | -10.7% | 2.7% | -9.2% | ?
O=C(CSc1ncnc2ccccc12)NCCc1ccccc1
→ 7.4% | · | -1.8% | -11.1% | -1.6% | -2.0% | -4.6% | -8.5%

Record cards, as listed above. Values in the order: TRb-SRC2 inh	L3MBTL1 block	TR SRC2 fluor cs	Tau fibril ThT	RECQ1 inh	Tau FP inhib	Tau fluor counter	HTT cytoprotect
`COc1ccc(C(C)C)cc1S(=O)(=O)Nc1ccc(Cl)cn1` in the list: -2.9%	·	1.7%	-6.5%	i	0.4%	-3.7%	-5.0%[10 µM]
`Cc1cc(C(=O)N2CCN(Cc3ccc4c(c3)OCO4)CC2)cs1` in the list: 4.7%	-2.7%	4.8%	-0.4%	0.5%	0.9%	-0.3%	-9.2%

New compounds follow:
Under each structure – TRb-SRC2 inh | L3MBTL1 block | TR SRC2 fluor cs | Tau fibril ThT | RECQ1 inh | Tau FP inhib | Tau fluor counter | HTT cytoprotect
Cc1nc(=O)c(-c2ccccc2)c(C)n1-c1ccc(Br)cc1
→ -0.5% | 10.1% | -4.3% | -4.1% | -2.2% | 2.6% | 0.8% | -0.3%[10 µM]
CCCCNc1c([N+](=O)[O-])c(=O)n(C)c2ccccc12
→ 3.5% | -0.3% | -2.3% | -2.0% | i | 6.1% | 1.4% | -13.3%[10 µM]
COc1cc(S(=O)(=O)Nc2ccc(C)cc2)ccc1N=Cc1c(C)c(C#N)c(=O)n(C)c1O
→ -0.1% | 11.4% | -0.7% | ? | -6.5% | ? | -27.1% | 8.1%[10 µM]
Cc1cccc(NC(=O)c2cc([N+](=O)[O-])ccc2NCC2CCCO2)n1 (stereo unspecified)
→ -0.9% | -4.1% | -7.4% | -14.4% | -7.4% | 1.4% | -12.4% | ·
COc1ccc(OC)c(-c2cc(C(=O)Nc3ccc(F)cc3F)no2)c1
→ -2.3% | · | -5.6% | -4.5% | -10.9% | -11.9% | -7.5% | -48.8%[inhibitor]
NC(=O)CSc1nnc(-c2cccnc2)n1CCc1ccccc1
→ -14.7% | -3.8% | -0.5% | -11.9% | -0.6% | -6.1% | -11.7% | -0.2%
Cc1cc2[nH]c(=O)c(=O)[nH]c2cc1S(=O)(=O)N1CCN(c2ccccc2)CC1
→ 6.3% | -1.8% | 2.6% | ? | · | 1.2% | -9.8% | ·
CCOC(=O)c1sc(-c2ccccc2)cc1NC(=O)c1ccc(S(=O)(=O)N(CCOC)CCOC)cc1
→ 1.6% | -11.7% | -1.2% | 3.2% | -7.4% | -1.5% | 6.7% | 18.5%[10 µM]
C=CCN(CC=C)CCCOc1ccccc1C(=O)OC
→ -1.8% | -1.7% | -5.2% | -8.9% | -7.0% | 1.2% | -6.2% | ·
CCCCNC(=O)c1ccccc1NC(=O)c1ccccc1N(C)S(C)(=O)=O
→ -7.7% | -14.6%[11.4 µM] | -6.5% | 4.4% | -13.2% | -0.4% | 13.3% | -7.1%
COc1cccc(NC(=O)c2ccccc2SC)c1
→ -8.5% | · | -0.4% | -6.0% | -6.0% | 2.1% | -2.5% | -16.1%
Cc1cc(=O)nc2c3ccccc3n(C(C)C(=O)Nc3c(F)c(F)c(F)c(F)c3F)n12 (stereo unspecified)
→ 9.6% | -1.2% | -1.0% | 12.1% | 0.6% | ? | 4.5% | ·
O=c1cc(O)c2sc(Nc3ccc(F)c(Cl)c3)nc2[nH]1
→ 6.0% | · | -1.3% | 28.2µM* | -6.1% | ? | ? | -17.6%
CC(=O)N1C(=O)C2(C(C#N)=C(N)Oc3n[nH]c(-c4ccccn4)c32)c2ccccc21 (stereo unspecified)
→ -12.9% | · | 1.3% | -6.5% | i | -5.0% | -10.8% | -3.2%
COc1ccccc1C(=O)c1c(N)c(-c2nc(-c3ccccc3)cs2)c2ccccn12
→ 3.7% | · | -0.8% | ? | · | 11.1% | ? | ·
CC1C/C(=N/N2C(=O)CSC2=S)CC(C)(C)C1 (stereo unspecified)
→ 2.3% | -6.6% | 1.0% | -9.1% | -6.8% | 0.4% | -11.1% | 18.8%
COc1ccccc1-n1nnnc1SCC(=O)Nc1ccccn1
→ -17.4% | · | 3.3% | 6.4% | -6.6% | ? | -8.0% | -16.4%
O=C(c1cccs1)N1CCN(S(=O)(=O)c2cccs2)CC1
→ 0.1% | -0.3% | -5.3% | -0.7% | -8.1% | -6.7% | 0.6% | -14.9%
CC(C(=O)N1CCCc2c1c(=O)oc1ccc(O)cc21)N1CCc2ccccc2C1 (stereo unspecified)
→ -0.2% | -3.4% | 1.0% | -7.3% | i | -2.5% | -11.5% | -15.5%
COc1ccc(N(C(=O)C(C)C)S(=O)(=O)c2cccc3cccnc23)cc1
→ -2.2%[53 µM] | 3.5% | -1.9%[53 µM] | 0.7% | -3.7% | 3.6% | 2.4% | 13.2%[10 µM]
Nc1ccccc1S(=O)(=O)C(F)F
→ -4.1% | · | -9.2% | · | -2.9% | -4.9% | -16.9% | 31.8%[10 µM]
CN(C(=O)CCN1C(=O)C(C)(C)Nc2ccccc21)c1ccccc1
→ -10.0% | · | -4.7% | -9.7% | 5.4% | -1.8% | -3.3% | 0.5%
CC(Cc1ccccc1)C(=O)NCCO (stereo unspecified)
→ 3.6%&2.1% | 1.4% | -1.3%&-4.5% | -7.0%&4.8% | -5.3%&-5.0% | -4.2%&1.0% | -9.8%&1.3% | -8.7%
COc1ccccc1CN(Cc1ccco1)c1cnc(S(C)(=O)=O)nc1C(=O)Nc1cc(C)ccc1C
→ 3.6% | · | -10.5% | -2.9% | · | 5.3% | -13.4% | ·
CS(=O)(=O)N(CC(=O)N1CCOCC1)c1ccc2c3c(cccc13)CC2
→ -10.4% | -3.8% | -3.0% | -0.3% | -4.7% | 4.4% | 0.7% | -18.8%
Cc1cc2nc(N=C(N)N)nc(C)c2cc1C
→ 2.1% | 3.3% | 0.0% | -0.9% | 23.2% | 4.1% | 7.7% | -6.0%[10 µM]
Cc1nn(Cc2c(Cl)cccc2Cl)c(C)c1NC(=O)c1cn(-c2ccccc2)nc1-c1ccccc1
→ 14.0% | -7.6% | -1.0% | 13.3% | -1.5% | 0.4% | 3.9% | -61.9%[inhibitor][10 µM]
COc1ccc(C(=O)Nc2cc(Cl)ccc2Cl)c(OC)n1
→ -0.5% | · | -1.8% | 8.6% | 20.3% | 6.0% | 1.1% | 8.7%
Cc1ccc2cc(/C=N/NC(=O)[C@H]3C[C@@H]3c3ccccc3)c(Cl)nc2c1
→ -4.3% | -0.5% | -5.2% | 0.6% | -2.7% | -4.7% | -4.4% | -15.6%[10 µM]
CCc1ccccc1N(CC(=O)NCc1ccco1)C(=O)c1snc(C(N)=O)c1N
→ 2.3% | -1.1% | -0.7% | -0.4% | -9.4% | -0.7% | 1.9% | -7.8%[10 µM]
COc1ccc(OC)c(CCNC(=O)CN2C(=O)CC(C)(C)S(=O)(=O)c3ccccc32)c1
→ -7.5% | · | -3.7% | -8.3% | -1.5% | 3.1% | -5.1% | -2.7%
CCOc1ccccc1N1Cc2ccccc2C1
→ 5.5% | · | 2.6% | -16.5% | i | 3.8% | -9.3% | -4.5%
O=C(NCc1ccco1)c1ccc(CS(=O)(=O)c2cccc(C(F)(F)F)c2)o1
→ -12.8% | 1.3% | -4.0% | -11.7% | i | -0.6% | -8.4% | 29.2%
